CHRM4 agonist – agonists of human muscarinic M4 receptor (CHRM4); P08173; CHO-K1 hM4/Gqi5, Fluo-8 calcium fluorescence; vehicle 0%, full acetylcholine response 100%; activation, % at 3 µM; 0.14% of 360,000 active; AID 624127;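 active = activation above the run mean over all test wells plus 3 SD, cut at about 32% in these data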;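 also: peak over basal fluorescence ratio per well then scaled between controls; 0% = DMSO wells and 100% = acetylcholine at EC100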
Target sequence (P08173 whole entry, looked up): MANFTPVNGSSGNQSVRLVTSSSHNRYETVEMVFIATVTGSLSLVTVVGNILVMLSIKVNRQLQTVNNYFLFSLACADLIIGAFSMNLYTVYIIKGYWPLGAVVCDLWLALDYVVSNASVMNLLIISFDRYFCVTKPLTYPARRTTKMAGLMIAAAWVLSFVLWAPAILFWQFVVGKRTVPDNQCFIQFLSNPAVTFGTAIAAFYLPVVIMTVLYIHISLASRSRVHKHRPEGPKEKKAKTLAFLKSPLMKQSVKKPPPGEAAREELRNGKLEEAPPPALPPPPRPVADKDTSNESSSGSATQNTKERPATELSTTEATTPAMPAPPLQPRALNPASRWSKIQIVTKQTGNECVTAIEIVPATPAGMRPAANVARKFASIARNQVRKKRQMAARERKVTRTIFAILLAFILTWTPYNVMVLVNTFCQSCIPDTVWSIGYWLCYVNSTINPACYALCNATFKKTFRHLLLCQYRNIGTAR
CRFBP-R2 agonist – CRF-BP/CRF-R2 complex agonism | AID 588473 | HEK293 CRF-R2/CRF-BP, calcium dye fluorescence (FLIPR); percent of saturating CRF peptide response | activation, % at 13.2 µM | 0.46% of 350,000 active;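 active = activation of at least 50%, plus an integration ratio under a set limit after plate pattern correction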;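 also: plate controls were neutral control wells without compound for no effect and CRF at EC100 for full effect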
M4 PAM – potentiates acetylcholine response at human M4 receptor. P08173. CHO-K1 hM4/Gqi5, Fluo-8 calcium fluorescence, ACh EC20; 0% = ACh EC20, 100% = maximal ACh. 0.4% of 360,000 active. activation, % at 3 µM. AID 624126;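 active = activation above its plate's cutoff, the mean activation of sample wells plus 3 SD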; also: some results filed as inactive read as strong as hits
CHRM5 agonist – agonists of human muscarinic M5 receptor (CHRM5) | CHO-K1 hM5 cells, Fluo-8 calcium fluorescence; 0% DMSO wells, 100% maximal acetylcholine response | activation, % at 3 µM | 0.19% of 360,000 active | AID 624037;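 active = activation above the run's mean over test compounds plus 3 SD, cut at about 23% in these data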;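 also: signal is peak over basal fluorescence ratio across the kinetic read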
Target sequence (P08912 whole entry, looked up): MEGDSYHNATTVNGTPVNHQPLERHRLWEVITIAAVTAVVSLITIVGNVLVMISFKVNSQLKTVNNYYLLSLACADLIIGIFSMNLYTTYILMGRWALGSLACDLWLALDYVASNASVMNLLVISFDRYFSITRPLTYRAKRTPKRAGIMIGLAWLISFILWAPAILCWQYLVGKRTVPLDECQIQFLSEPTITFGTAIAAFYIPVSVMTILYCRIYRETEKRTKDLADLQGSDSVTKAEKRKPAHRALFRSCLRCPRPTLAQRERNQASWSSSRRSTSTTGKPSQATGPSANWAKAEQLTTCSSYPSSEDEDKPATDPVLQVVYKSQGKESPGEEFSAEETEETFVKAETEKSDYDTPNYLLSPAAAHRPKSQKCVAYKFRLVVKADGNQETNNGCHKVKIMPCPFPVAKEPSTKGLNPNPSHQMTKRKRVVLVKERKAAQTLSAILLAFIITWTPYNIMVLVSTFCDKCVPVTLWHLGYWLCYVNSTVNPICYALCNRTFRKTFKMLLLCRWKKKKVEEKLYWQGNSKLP
IDE inh – inhibitors of human insulin-degrading enzyme in cells | P14735 | HEK cells, FAbetaB cleavage, fluorescence polarization | inhibition, % at 5.59 µM | 0.41% of 320,000 active | AID 434962;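 active = percent inhibition above the average of all tested compounds plus 3 SD, set per screening campaign, cut at about 16% in these data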;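 also: IDE supplied by intact live HEK cells; FP after avidin binding of uncleaved biotin substrate so inhibition keeps polarization high; 0% = DMSO wells and 100% = 60 µM reference IDE inhibitor Ii1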
CRFR2-BP antag – antagonists of CRF-binding protein/CRF-R2 receptor complex; HEK293 CRF-R2/CRF-BP, CRF-induced calcium fluorescence; 0.59% of 350,000 active; inhibition, % at 11.8 µM; AID 588475;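 active = inhibition of the ligand-induced calcium signal above about 50% at the single tested concentration, limit read from the data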
M5 PAM – positive allosteric modulators of human muscarinic M5 receptor; P08912; CHO-K1 hM5, Fluo-8 calcium, ACh EC20 PAM; 0% = ACh EC20, 100% = ACh EC100; activation, % at 3 µM; 0.3% of 360,000 active; AID 624038;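 active = activation above the run cutoff, the mean activation of all test compounds plus 3 SD, cut at about 18% in these data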
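System – CHO-K1 hM5 cells · Compound – 3 µM, single dose · Incubation – compound preincubation 140 s before EC20 acetylcholine addition · Technique – Fluo-8 calcium fluorescence · Measure – Max/basal fluorescence ratio as % of EC20–EC100 ACh window · Benchmarks – low control EC20 acetylcholine (0%), high control EC100 acetylcholine (100%) · Replication – singlicate, one well per test compound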
M5 antag – blocks acetylcholine activation of human M5 receptor; P08912; CHO-hM5 cells, Fluo-8 calcium fluorescence, ACh EC80; inhibition, % at 3 µM; 0.59% of 360,000 active;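 active = inhibition above a per-plate cutoff, the mean of that plate's test compounds plus 3 SD, cut at about 27% in these data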;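 also: 0% = acetylcholine EC80 with DMSO and 100% = DMSO without agonist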
M4 antag – blocks acetylcholine activation of human M4 receptor; P08173; CHO-hM4 cells, ACh EC80, Fluo-8 calcium fluorescence; inhibition, % at 3 µM; 0.73% of 360,000 active; AID 624125;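 active = inhibition above its plate's cutoff, the mean inhibition of sample wells plus 3 SD, cut at about 27% in these data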;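 also: 0% = acetylcholine EC80 with DMSO and 100% = DMSO without agonist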
Active calls of the source: *; . = not tested or not shown. Only part of the results is shown. The share of hits here may be higher or lower than overall.

Every second line gives: CHRM4 agonist, CRFBP-R2 agonist, M4 PAM, CHRM5 agonist, IDE inh, CRFR2-BP antag, M5 PAM, M5 antag, M4 antag
#1 COc1ccc(C(=O)C2CN(C)CC2c2ccc(Cl)cc2)cc1 (stereo not drawn)
→ 5, 2.4, -11, 1, 2, -32, 3, -7, -12
#2 CC(C)(C)c1ccc(CN2C(=O)CN=C(c3ccccc3)c3ccccc32)cc1
→ 1, 1.3, -4, 1, 1, 17, -13, 14, 7
#3 O=C(COC(=O)Cc1ccccc1)NC(=O)NC1CCCCC1
→ 1, 0.1, 6, 2, 5, -6, -2, 5, -1
#4 O=C1NCN(c2ccccc2)C12CCN(C(c1ccnc3ccccc13)c1nnnn1C1CCCC1)CC2 (stereo not drawn)
→ 6, ., -10, 0, ., ., -6, 1, -15
#5 c1ccc(-c2ccncc2)cc1
→ 1, -1.7, 13, 0, 3, -17, -2, 4, -20
#6 COC12CCC3(CC1C(C)(O)C(C)(C)C)[C@H]1Cc4ccc(OC5OC(C(=O)O)[C@@H](O)C(O)[C@H]5O)c5c4[C@@]3(CCN1CC1CC1)C2O5 (stereo partly drawn)
→ 0, 0.8, -5, 4, 2, -11, 6, 6, -6
#7 O=C(CCc1ccccc1)N1Cc2cc(-c3cccc(F)c3)ccc2-n2nncc2C1
→ 4, ., -10, -2, ., ., -12, 6, 2
#8 CN1CCN(c2nc3ccccn3c(=O)c2C=C2C(=O)N(C)C(=O)N(C)C2=O)CC1
→ 1, 0.4, 7, -5, 2, 2, -11, 8, -5
#9 O=C(NC12CC3CC(CC(C3)C1)C2)OC1CN2CCC1CC2 (stereo not drawn)
→ 1, 1.6, -8, -20, 2, -6, -2, -4, 5
#10 COc1ccc(C2=NCc3nnc(C)n3-c3ccc(Cl)cc32)cc1Cl
→ 2, 1.4, -1, -3, 4, -6, -11, 7, 1
#11 Cc1ccc(N2C(=O)NC(=O)/C(=C\c3cnc(-c4ccccc4)nc3)C2=O)cc1
→ 1, -1.4, 4, 0, 1, -15, 3, 2, 6
#12 O=C(Nc1ccc(Cl)cc1C(=O)c1ccccc1)c1ccco1
→ -1, -0.4, 17, 5, 4, 5, 5, -7, -7
#13 NC1(C(=O)O)CCCc2ccc(N(CCCl)CCCl)cc21 (stereo not drawn)
→ 1, -0.9, 1, 2, ., 10, 1, 7, 7
#14 CCCSP1(=S)NCCCO1 (stereo not drawn)
→ 0, -0.1, 0, -2, 3, 6, -1, -2, 0
#15 CN=C(SCc1ccccc1)c1c(O)n(C)c(=O)n(C)c1=O
→ 0, 3.1, 8, -3, 2, -3, -16, -3, 0
#16 OC(CCNCCc1c[nH]c2ccccc12)C(F)(F)Cl (stereo not drawn)
→ 3, -0.1, 11, -1, 0, 4, -2, 8, -11
#17 CCC(=O)c1ccc(OC)c(OC)c1
→ -1, 0.6, 8, 2, -3, 2, -10, 4, -3
#18 Cc1csc(=N)n1Cc1ccccc1
→ 0, 4.4, -1, -4, 0, -10, -1, 9, 2
#19 COc1ccc(CCNCc2ccc(C)s2)cc1OC
→ 0, 0.4, 3, -4, 1, 10, 2, -8, 0
#20 Cc1nn(Cc2ccccc2)c(Cl)c1C(=O)Nc1ccc(OC(F)(F)F)cc1
→ 2, -0.1, 4, -4, 1, 8, -13, 9, -4

A different layout for 2 compounds above:
#6 COC12CCC3(CC1C(C)(O)C(C)(C)C)[C@H]1Cc4ccc(OC5OC(C(=O)O)[C@@H](O)C(O)[C@H]5O)c5c4[C@@]3(CCN1CC1CC1)C2O5 (stereo partly drawn)
#7 O=C(CCc1ccccc1)N1Cc2cc(-c3cccc(F)c3)ccc2-n2nncc2C1
compound no.	6	7
CHRM4 agonist	0	4
CRFBP-R2 agonist	0.8	.
M4 PAM	-5	-10
CHRM5 agonist	4	-2
IDE inh	2	.
CRFR2-BP antag	-11	.
M5 PAM	6	-12
M5 antag	6	6
M4 antag	-6	2

(next part)
Every second line gives: CHRM4 agonist, CRFBP-R2 agonist, M4 PAM, CHRM5 agonist, IDE inh, CRFR2-BP antag, M5 PAM, M5 antag, M4 antag
#21 CCC(=O)OC1CCC2C3CCC4CC(=O)C=CC4(C)C3CCC12C (stereo not drawn)
→ -1, -0.8, -2, -3, ., -10, 4, 11, 8
#22 CC(=NCCN1CCCCC1)c1c(O)n(-c2ccccc2)c(=O)[nH]c1=O
→ 1, -1.2, 3, 7, 2, -6, 5, -6, -1
#23 O=C1c2ccccc2-n2nnc(-c3ccccc3)c2C2c3ccccc3CCN12 (stereo not drawn)
→ 5, ., -4, 4, ., ., 1, -8, -16
#24 CC/C(=N\NC(=O)Nc1ccccc1)c1c(O)n(Cc2ccccc2)c(=O)[nH]c1=O
→ 0, -1.1, -1, -1, -2, 8, 0, 4, 0
#25 O=C(O)COc1ccccc1/C=C1\C(=O)NC(=O)N(CCC2=CCCCC2)C1=O
→ 0, -0.2, -13, 0, 1, -12, -3, 2, 11
#26 CCOC(=O)CSCCOc1ccc(C=C2C(=O)NC(=O)NC2=O)cc1OC
→ 2, -0.4, 3, 1, 7, -24, 8, -6, 0
#27 COc1ccc(C(c2nnnn2-c2c(C)cccc2C)N2CCC3(CC2)C(=O)NCN3c2ccccc2)cc1 (stereo not drawn)
→ 0, ., -3, -1, ., ., 2, 16, 2
#28 Cc1cc(=O)[nH]c(SCc2nc3ccccc3c(=O)n2-c2ccccc2C)n1
→ -2, 1.5, 7, 5, 4, 1, 6, -1, -11
#29 COC(=O)C1=C(c2ccc(C(C)=O)cc2)C[C@@H]2CC[C@H]1N2C(=O)N1CCOCC1
→ 2, -0.2, 5, 4, 2, 2, 11, 0, -1
#30 COc1ccc(CN2Cc3cnnn3-c3ccccc3C2C)cc1 (stereo not drawn)
→ 1, -0.2, -1, 1, ., 1, 1, 0, -2
#31 COc1ccc(CC(=O)N2CCN(C)CC2)cc1
→ 1, 3.2, 7, -4, -6, -12, -3, 5, 1
#32 CCOc1ccc(Cl)cc1CNCCc1ccc(F)cc1
→ 3, -1.8, -3, -8, 3, -6, 2, 6, -2
#33 Cc1ccc(S(=O)(=O)NC(CC(=O)N2CCC3(CC2)OCCO3)c2ccco2)cc1 (stereo not drawn)
→ 1, -3.2, 8, 0, 4, 14, 2, 6, -6
#34 O=c1cccc2n1CC1CC2CN(c2ncnc3c2cnn3-c2ccccc2)C1 (stereo not drawn)
→ 0, -2.0, -5, -5, 9, 6, 1, 7, 7
#35 O=C1/C(=C\c2cc3c(cc2Br)OCO3)N2CCC1CC2
→ -1, -0.9, 3, -8, 2, -10, -3, 9, 7
#36 O=C1NC(=O)C(=Cc2ccc(N3CCN(C(=O)c4ccccc4)CC3)c([N+](=O)[O-])c2)C(=O)N1
→ 41*, -0.9, 54*, 5, 1, -25, -2, 2, 48*
#37 CCOCCc1c(O)[nH]c(=S)[nH]c1=O
→ 0, 1.7, -2, -1, -2, -14, -4, -8, -10
#38 CCOc1ccc2nc(N3CCC(C(=O)N4CCC5(CC4)OCCO5)CC3)sc2c1
→ 3, 0.6, -1, -4, 2, 21, -7, 7, -10
#39 COC(=O)CSC1=NP(=S)(SCC(=O)OC)N2CCCC2=C1C#N (stereo not drawn)
→ 2, -0.5, -5, -4, -2, 0, 5, 2, 4
#40 Cc1nn(Cc2ccccc2)c(Cl)c1C(=O)OCC(=O)Nc1cccc2ccccc12
→ -1, 2.1, -7, -2, 4, 11, -4, 5, 3
#41 O=c1c2ccccc2nc(-c2ccccc2F)n1-c1ccccc1
→ 1, -2.3, 0, -5, 3, -10, -1, 7, -1
#42 O=C(O)C1C2CCC(O2)C1C(=O)Nc1ccc(F)c(F)c1 (stereo not drawn)
→ 0, -2.2, 1, 0, 1, 9, 3, -11, -9
#43 CCN1C(=O)/C(=C/c2ccc3c(c2)CCN3CCCCl)C(=O)NC1=S
→ 1, 0.2, 7, -1, -4, -3, 0, -7, -4
#44 C[N+](C)(C)CC1CCCc2ccccc2C1=O (stereo not drawn)
→ 0, -2.0, 2, 0, ., 12, -2, 15, -8
#45 CCCCn1c(=O)c(C(=O)Nc2ccsc2C(=O)OC)c(O)c2ccccc21
→ 1, 4.6, 4, 2, 3, -36, 2, -9, -2
#46 COC(=O)C1=C(c2ccc(OC(F)(F)F)cc2)C[C@@H]2CC[C@H]1N2C(=O)NCCO
→ 1, 0.5, 1, 2, -1, 2, -1, 3, 9
#47 Clc1ccc2nc3c(c(-c4ccccc4)c2c1)CNCC3
→ 4, 0.3, 0, -6, 2, -20, 4, -3, 6
#48 Cc1ccc(CN2C(=O)CN=C(c3ccccc3)c3ccccc32)cc1
→ 1, -3.2, 6, -4, 3, 13, -1, 2, -8
#49 O=C1NC(=O)N(c2ccc(Br)cc2)C(=O)/C1=C/c1ccsc1
→ 1, 1.1, 9, 0, -1, -32, -1, 1, -3
#50 O=C(c1cn(Cc2ccccc2F)c2ncccc12)C(F)(F)F
→ 0, -0.1, 2, -4, 1, 8, 1, 1, 1
#51 Cc1cccc(N2C(=O)NC(=O)/C(=C\c3ccc4c(c3)CCCN4Cc3ccccc3)C2=O)c1
→ 0, 22, 5, -6, 1, -59, -1, 3, -3
#52 COc1ccc(C(=O)C2CCCN(C3CSCCSC3)C2)c(OC)c1 (stereo not drawn)
→ 3, -1.3, -6, -10, -5, -16, -4, 11, -8
#53 Cc1nn(-c2ccccc2)c(Cl)c1C1C(C#N)=C(N)Oc2c1c(=O)oc1ccccc21 (stereo not drawn)
→ 2, -1.0, -4, 0, -3, 40, -7, 0, 3
#54 O=C(Cc1ccccc1)N1CCN(Cc2ccc(F)cc2)CC1
→ 0, -0.7, 0, 0, 0, 11, -3, 1, 2
#55 CNC(=O)NC(O)C(Cl)(Cl)Cl (stereo not drawn)
→ 1, 0.3, 1, -4, 5, -1, 2, 0, 1
#56 CNC1(c2ccc(F)cc2)CCCCC1
→ 1, 47, 2, 2, ., 88*, 0, 9, -5
#57 CC1CC=CCC12C(=O)NC(=S)NC2=O (stereo not drawn)
→ 1, 2.1, 8, 0, ., -5, 12, 1, -10
#58 Cc1ccc2c(c1)C1CN(C)CCC1N2C(=O)Cc1cccs1 (stereo not drawn)
→ 1, -1.7, -6, 0, -1, 4, 10, -17, 9
#59 O=c1[nH]c(=O)n(C2CCCCCC2)c(O)c1C=NCCCN1CCOCC1
→ 1, 0.1, 9, 0, 6, -3, 1, 4, 3
#60 CN(C)C(=O)Oc1noc2cc(Cl)ccc12
→ -1, -3.3, 27, 3, 7, 0, 16, -2, 10
#61 Cc1cc(C=O)c(C)n1C1CC1
→ 0, 0.1, -7, 3, 5, -8, -6, 10, 1
#62 Nc1ccccc1C(=O)c1ccccc1
→ 1, -0.4, 7, -2, -3, -2, -1, -1, -10
#63 O=C1NC(=S)NC(=O)C1c1ccccc1
→ 0, 1.5, 2, -2, ., 8, -4, 20, -2
